High-throughput results (PubChem BioAssay)
D1 ag = human D1 receptor agonism. P21728. HEK293 T-REx D1 cells, calcium flux, agonist mode. activation, % at 2 µM. 360,000 compounds, 1% hits. AID 504660; in the data active = activation above about 30%; also: 0% is about no effect
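Inducible HEK293 T-REx D1 cells, force-coupled to calcium signalling, were plated at 4000 cells/well with tetracycline and held overnight at 30 C. After no-wash calcium dye loading, compound-evoked calcium rise over 180 s flagged agonists.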
Vif-A3F inh = blocks the Vif interaction with APOBEC3F; 390,000 compounds, 0.2% hits; HeLa A3F-eYFP + Vif (tagged APOBEC3F with the HIV-1 protein that degrades it), YFP fluorescence increase; Potency, µM (doses to about 46.1 µM), for inactives: top-dose activity, negative = active; also: potency is read from the fitted curve at half-maximal effect; % of control where 0% means no effect; nearly all actives have a fitted effect of over 65% in size
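Fluorescence increase (Ex 488/Em 500-530) after overnight compound treatment at 37 deg C flags inhibition of Vif-driven A3F-eYFP loss in stable HeLa A3F-eYFP/Vif cells seeded overnight beforehand.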
Vif-APOBEC3G blk = inhibitors of Vif-APOBEC3G interaction; AID 602310; 410,000 compounds, 0.076% hits; Q9HC16; HeLa A3G-eYFP + Vif (tagged APOBEC3G with the HIV-1 protein that degrades it), YFP fluorescence, overnight; Potency, µM (series often up to 46.1 µM), for the others: top-dose activity, negative = active, most hits filed as inhibitors;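 also: potency is read from the fitted curve at half-maximal effect; % is scaled to controls: 0 for no effect and ±100 for the full control effect; nearly all actives have a fitted effect of over 60% in size; hits raise eYFP signal because A3G escapes Vif-driven loss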
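HeLa cells stably expressing Vif and C-terminally eYFP-tagged A3G, seeded overnight at 37 deg C, then exposed to compound by pintool overnight at 37 deg C. Rise in yellow fluorescence (Ex 488/Em 500-530, Acumen) marks blocked Vif-driven A3G degradation.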
D1 PAM = human D1 dopamine receptor positive modulation; P21728; HEK293 TREx D1 cells, calcium flux, dopamine EC20 potentiation; potentiation, % at 10 µM; 360,000 compounds, 0.036% hits; in the data active = potentiation above about 30%; also: 0% is about no effect
LDHA inh = LDHA (human) enzyme inhibition; P00338; purified LDHA, NADH/diaphorase-resazurin fluorescence; hits give low values; activity change, % (values are at about 110 or 230 µM); 480,000 compounds, 0.15% hits; AID 1347041; in the data active = activity change below about -30%; inconclusive = mostly about -25% to -30%;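 also: plate controls were DMSO wells for no effect and wells without enzyme for full effect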
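Human LDH5 at 2 nM final in Tris HCl pH 7.4 with 0.06 mM NADH and 0.2 mM pyruvate, reacted 5 minutes at room temperature. Remaining NADH coupled via diaphorase/resazurin; resorufin fluorescence read at 0 and 20 minutes, normalized to enzyme-free and DMSO wells.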
D1 antag = antagonists of human D1 dopamine receptor; P21728; HEK293 TREx D1 cells, calcium flux, dopamine EC80; hits give low values; activity change, negative = inhibition, % at 10 µM; 360,000 compounds, 3.2% hits; in the data active = activity change below about -30%; also: % is scaled to controls: 0 for no effect and ±100 for the full control effect
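Antagonism measured as reduced calcium response to an EC80 dopamine addition following 180 s compound pre-read; cells were inducible HEK293 Trex D1 plated overnight at 30 C, read kinetically at 1 cycle/sec.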
RXFP1 ag = activates the human relaxin receptor RXFP1; HEK293T-RXFP1 cAMP TR-FRET, 30 min; response scale: percent of porcine relaxin response, buffer zero; Q9HBX9; 370,000 compounds, 0.3% hits; AID 2676; Potency, µM (doses to about 57.5 µM), for inactives: at the top dose activation, hits mostly activators; also: potency is read from the fitted curve at half-maximal effect; % is scaled to controls: 0 for no effect and ±100 for the full control effect; nearly all actives have a fitted effect of over 60% in size; many of its hits are not listed in these tables
Target sequence (Q9HBX9 whole entry, looked up): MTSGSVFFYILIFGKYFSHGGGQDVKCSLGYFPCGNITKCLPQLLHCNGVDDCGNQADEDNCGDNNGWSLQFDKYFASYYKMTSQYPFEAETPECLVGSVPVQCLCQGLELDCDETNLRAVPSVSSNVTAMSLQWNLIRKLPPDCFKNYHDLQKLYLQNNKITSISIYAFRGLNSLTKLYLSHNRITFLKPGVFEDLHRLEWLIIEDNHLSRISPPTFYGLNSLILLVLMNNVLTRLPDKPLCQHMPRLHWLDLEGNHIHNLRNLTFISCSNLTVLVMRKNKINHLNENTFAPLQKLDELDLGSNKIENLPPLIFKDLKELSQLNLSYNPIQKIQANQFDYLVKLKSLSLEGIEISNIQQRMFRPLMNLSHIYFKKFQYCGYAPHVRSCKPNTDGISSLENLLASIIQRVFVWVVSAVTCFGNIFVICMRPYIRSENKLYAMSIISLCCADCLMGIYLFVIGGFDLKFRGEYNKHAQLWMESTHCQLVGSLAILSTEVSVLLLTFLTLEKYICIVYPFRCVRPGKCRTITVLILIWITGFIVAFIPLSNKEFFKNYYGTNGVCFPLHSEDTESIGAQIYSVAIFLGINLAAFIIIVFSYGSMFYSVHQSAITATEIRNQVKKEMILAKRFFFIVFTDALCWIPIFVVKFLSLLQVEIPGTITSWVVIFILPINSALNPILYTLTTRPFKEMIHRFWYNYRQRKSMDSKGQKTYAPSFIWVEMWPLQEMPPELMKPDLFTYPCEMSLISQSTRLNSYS
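Agonist response is measured as cAMP accumulation in an RXFP1-transfected HEK293T line under PDE4 inhibition. Values are scaled between buffer-only and 29 nM porcine relaxin, and EC50s come from standard Hill equation fits.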
Glioma ERSR ind = ER stress response induction in glioma | U87-MG GRP78 promoter luciferase reporter, 16 h | Potency, µM, for inactives: top-dose activation, actives largely listed as activators | 420,000 compounds, 0.02% hits | AID 602332; also: potency is read from the fitted curve at half-maximal effect; series mostly up to about 76 µM; % of control where 0% means no effect; nearly all actives have a fitted effect of over 35% in size
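ERSR induction read as luciferase luminescence (Bright-Glo, 10 min at room temperature) in stably transfected human U87-MG glioma cells exposed to compounds for 16 h, using GRP78 as sensor.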
D2 potentiator = positive allosteric modulators of human D2 dopamine receptor | HEK293 T-REx D2, calcium flux, EC20 dopamine potentiation | potentiation, % at 10 µM | 340,000 compounds, 0.34% hits;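 active = potentiation over 3 SD above the plate norm, cut at about 30% in these data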; also: 0% is about no effect
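Potentiation of an EC20 dopamine calcium response is measured in a force-coupled, tetracycline-inducible Hek293 Trex D2 line. Compound-only kinetic reads over 180 s flag agonists before dopamine addition.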
* marks the source's active call; other numbers are inactive results; ? = inconclusive; · = not tested or not shown; & = joins results of further samples. Unless noted, calls follow the shape of the dose curve; as a rule, active = well fitted curve in the direction sought with a large enough effect; inconclusive = small, poorly fitted or top-dose-only effect, or another doubt; inactive = no such curve, though single readings can be large; an effect the other way counts as inactive or inconclusive. These rows are one share of the data, so the mix of outcomes need not match the whole.

SMILES	D1 ag	Vif-A3F inh	Vif-APOBEC3G blk	D1 PAM	LDHA inh	D1 antag	RXFP1 ag	Glioma ERSR ind	D2 potentiator
CN(CC1CCCCO1)C(=O)c1cc(COc2ccc(F)cc2Cl)on1 (centres undefined)	6	9%	-7%	-3	-1	-27	1.8%	7%	2
Cc1ccc(S(=O)(=O)N(C)c2ccc(OCC(=O)Nc3ccc(S(C)(=O)=O)cc3)cc2)cc1	·	3%	0%	·	-6	·	·	0%	·
COc1ccc([C@]2(C(C)C)ON(c3ccccc3C(F)(F)F)C2=O)cc1	-1	6%	-20%	1	1	·	0.4%	0%	-3
CC1=NN(c2ccccc2)C(=O)/C1=C\c1cc(C)n(C)c1C	2	-8%	-2%	2	-6	-5	-2.2%	0%	3
O=C(COc1ccc(-c2ccccc2)cc1)N1CCN(C(=O)c2cccs2)CC1	3	5%	-12%	-1	-9	11	1.4%	0%	1
COC(=O)c1cc(NC(=O)c2ccc(OC)cc2)c(=O)oc1C	0	7%	-3%	4	-9	-7	-2.0%	2%	4
COc1ccc(CNC(=O)c2cc3cccc(OC)c3oc2=O)cc1	0	1%	-1%	-4	9	-2	?	0%	-5
CCOc1cc(/C=C/C(=O)c2ccc(OC)c(CN3CCOCC3)c2)cc(Br)c1O	41*	25µM*	?	-5	-3	-1	0.7%	3%	-12
CCCn1c(C)cc(=O)c2cc(NC(=O)c3cnccn3)ccc21	1	-4%	1%	3	-4	29	0.0%	-3%	·
COc1ccc(OC)c(NC(=O)CSc2nc(=O)n(CCN3CCOCC3)c3c2CCCC3)c1	2	0%	0%	-19	-4	12	1.5%	-1%	-14
COC(=O)C1=C(C)NC(C)=C(C(=O)OC)C1C(=O)OCC(=O)Nc1ccc(C(C)=O)cc1	-2	-12%	-3%	-3	-4	·	4.9%	-5%	-2
Cc1nc2nc(C(F)(F)F)[nH]n2c(=O)c1Cc1ccccc1	0	3%	-9%	-6	-4&-3	9	-1.5%	-2%	16
O=C(COC(=O)c1n[nH]c2ccccc12)Nc1ccc(Cl)cc1[N+](=O)[O-]	3	-3%	-6%	-4	-7	-13	2.3%	3%	1
CSc1ncnc2[nH]ccc12	·	0%	-3%	·	-4	·	·	-3%	·
O=C(Cn1c(=O)n(Cc2ccco2)c(=O)c2ccccc21)NCC1CCCO1 (centres undefined)	3	2%	3%	0	-5	0	3.4%	-2%	0
O=C(Cc1ccccc1)Nc1ccc(N2CCCCC2)cc1	3	1%	-1%	-1	0	6	1.1%	5%	·
O=[N+]([O-])/C(=C\Nc1ccc(F)cc1F)S(=O)(=O)c1ccccc1	2	-5%	0%	-6	1	3	0.0%	2%	0
CCCN1CCN(c2nnc(-n3cccc3C(=O)Nc3cc(Cl)ccc3C)s2)CC1	3	1%	3%	-2	-2	-1	-1.0%	-2%	-10
CC(=O)C1=C(O)C(=O)N(CCc2c[nH]c3ccccc23)C1c1ccco1 (centres undefined)	0	-6%	0%	-2	0	29	2.7%	-3%	8
Cc1cccc(C)c1-n1ncc(C(=O)N2CCN(c3ccccn3)CC2)c1C1CCN(C(=O)OC(C)(C)C)CC1	1	-3%	-3%	-3	-3	15	-0.4%	-1%	-2
O=C(NCC1(c2ccccc2)CCCC1)C(=O)N1CCOCC1	3	-13%	0%	-4	-8	15	0.0%	-6%	0
COc1ccc(NC(=S)N2c3ccccc3CC2C)cc1OC (centres undefined)	9	1%	4%	-1	1	8	2.5%	-1%	-1
O=C(NNc1cc(Cl)cc(Cl)c1)C1CCC1	2	-1%	-2%	-16	-7	15	2.0%	-7%	5
CCOc1ccccc1/C=N/Nc1ccc(Cl)nn1	0	-2%	3%	4	-3	-5	-0.1%	-4%	-4
CCc1ccc(/C=C/C(=O)C2C(=O)c3ccccc3C2=O)cc1	2	-5%	2%	-6	-3	-18	-0.7%	-1%	4
Cc1ccc(CN2C(=O)c3ccccc3Sc3ccc(C(=O)N4CCOCC4)cc32)cc1	-4	2%	-3%	2	-9	38	1.0%	0%	-2
CC(=O)c1cccc(NC(=O)CC2S/C(=N/N=C/c3cccs3)NC2=O)c1 (centres undefined)	0	-28%	-13%	4	-11	8	-1.3%	-5%	-2
O=C(NC(=S)Nc1ccc(Cl)c(C(=O)O)c1)c1cccc(COc2ccccc2)c1	7	1%	-3%	-3	-8	-8	0.4%	-2%	-8
CCNc1nc(SC(C)C(=O)Nc2ccccc2)nc(N(C)C)n1 (centres undefined)	3	15%	-8%	-4	-2	-6	1.0%	-2%	-13
Cc1ccc(C)c(OCc2nnc(N)s2)c1	2	8%	-3%	-7	-3	7	1.2%	-2%	·
O=C(CN1c2cccc3cccc(c23)S1(=O)=O)N1CCN(c2ccccc2)CC1	·	-6%	-13%	·	14	·	·	1%	·
Cc1ccc2cc(S(=O)(=O)NCCCC(=O)O)ccc2c1	3	4%	-3%	6	-7	8	3.0%	-6%	-2
C/C(CCc1oc2c(Br)cc(Br)cc2c1-c1ccc(C)o1)=N\O	-2	-14%	-3%	-1	6	-5	-0.1%	-2%	8
Cc1cc(C)nc(NS(=O)(=O)c2ccc(NC(=O)CN3C(=O)c4ccccc4C3=O)cc2)n1	1	·	·	-3	·	-9	-0.3%	·	-2
N#Cc1c(N)n(-c2ccccc2)c(=O)c2cc([N+](=O)[O-])ccc12	1	?	-2%	-2	-2	5	3.6%	0%	-6
C=CCNC(=O)C1CCN(c2cnccn2)CC1	3	-2%	0%	-6	0	13	12%	-4%	10
COc1cccc(CNC(=O)C2=Cc3cccc(OC)c3OC2)c1	1	-1%	-8%	-1	-2	-5	-0.7%	-5%	0
CCOC(=O)N1CCN(C(=O)CSCc2ccc(Cl)cc2)CC1	2	-1%	0%	4	-2	-10	-0.1%	2%	-7
CCC(=O)N1CCN(c2ccc(NC(=O)c3cccs3)cc2)CC1	2	-2%	0%	-3	-14	-6	3.8%	2%	-7
Cc1ccc2cc(C#N)c(SCC(=O)NNC(=O)Cc3ccccc3)nc2c1	1	-26%	0%	-7	-4	1	?	-3%	-6

The final 2 entries of the section before come first, to join the parts.
SMILES	D1 ag	Vif-A3F inh	Vif-APOBEC3G blk	D1 PAM	LDHA inh	D1 antag	RXFP1 ag	Glioma ERSR ind	D2 potentiator
CCC(=O)N1CCN(c2ccc(NC(=O)c3cccs3)cc2)CC1	2	-2%	0%	-3	-14	-6	3.8%	2%	-7
Cc1ccc2cc(C#N)c(SCC(=O)NNC(=O)Cc3ccccc3)nc2c1	1	-26%	0%	-7	-4	1	?	-3%	-6
O=C(CN1CCC(NC(=O)c2ccco2)CC1)Nc1ccccc1[N+](=O)[O-]	3	·	·	-1	·	-6	-0.7%	·	7
CCc1ccc(Nc2cnn(C34CC5CC(CC(CC(=O)O)(C5)C3)C4)c(=O)c2Cl)cc1	2	-22%	0%	-6	-6	-1	-0.5%	-2%	3
O=C(Cn1c(/C=C/c2ccccc2)nc2ccccc21)Nc1ccc(F)cc1	2	-16%	-1%	-5	3	-2	3.0%	-3%	-4
Cc1ccc(Cc2c(C)nc3nc(SCC(=O)NCCCN4CCCCCC4)nn3c2C)cc1	12	0%	2%	·	-1	4	-0.6%	-5%	14
Cc1ccc(C)c(SCC(=O)Nc2ccc(S(=O)(=O)Nc3ncccn3)cc2)c1	1	-1%	-4%	-7	-1&-11	-12	2.3%	-4%	0
Cc1ccc(-c2nnc(SCC(=O)NC(=O)Nc3ccc(C)cc3C)n2N)cc1	0	-9%	1%	13	-9	-1	-2.1%	-3%	4
COCCn1cnc2c1c(=O)n(CC(=O)OCC(=O)NCCCc1ccccc1)c(=O)n2Cc1ccccc1	5	-1%	-6%	-5	0	-1	-3.3%	-3%	-13
COc1ccc(OC)c(-c2csc(NC(=O)CN3C(=O)C4CCCCC4C3=O)n2)c1 (centres undefined)	4	-17%	-7%	0	-4	-26	-0.6%	1%	16
C=CCn1c(COc2ccccc2F)nnc1SCCN1C(=O)c2ccccc2C1=O	5	12%	0%	-1	-3	-11	-0.7%	-3%	-7
Cc1cc2cc(C)c(NCCNC(=O)c3cccs3)nc2cc1C	5	-12%	0%	-7	-3	1	0.9%	-3%	-3
O=C(COC(=O)/C=C/c1ccc(Cl)cc1)NC(=O)NCc1ccccc1	5	-28%	-7%	-6	-9	-4	1.2%	-4%	1
CC(C)(C)OC(=O)N1CCC(NC(=O)c2[nH]cnc2C(=O)Nc2cccc(Cl)c2)CC1	1	4%	1%	3	-1	·	-1.4%	-3%	8
Cc1ccc(OCC(=O)Nc2ccc(S(=O)(=O)N(Cc3ccccc3)c3ccccc3)cc2)cc1	9	?	-23%	0	-18	-8	0.1%	-7%	·
N#Cc1ccc(OCC(=O)N2CCN(C(=O)c3ccco3)CC2)cc1	2	2%	1%	3	-5	-35*	-0.8%	-2%	7
COc1ccccc1NC(=O)Nc1nc(CC(=O)N2CCN(c3ccc(F)cc3)CC2)cs1	1	-2%	-9%	-2	-10	0	0.6%	-4%	-5
Nc1c(C(=O)Nc2ccccc2Br)sc2nc(-c3cccs3)ccc12	8	?	-29%	-1	-11	-9	?	?	-11
CC(=O)Oc1c(Br)cc(N(C(C)=O)S(=O)(=O)c2ccccc2)c2ccccc12	2	1%	-7%	-1	9	9	-0.7%	-14%	11
N=c1oc2ccccc2cc1-c1nc(-c2ccc(Cl)cc2)cs1	2	?	-11%	-5	0	0	8.1%	-3%	10
CC(C)(C)c1ccc(S(=O)(=O)C(C)(C)C)cc1	7	-3%	-1%	-5	2	4	-0.6%	2%	·
Cn1c(N)c(C#N)c(C#N)c1-c1ccccc1	10	0%	3%	-2	-7	2	1.7%	-2%	-3
O=C(OCCc1ccccn1)c1cccc([N+](=O)[O-])c1	·	0%	1%	·	0	·	·	5%	·
CCCCc1nc2cc(C(=O)N3CCNC(=O)C3)ccc2o1	0	-12%	6%	-3	-2	-1	-2.6%	0%	·

Structures above that bear a hit mark in D1 ag.
mol,D1 ag,D1 PAM,D1 antag,RXFP1 ag,Glioma ERSR ind,D2 potentiator
CCOc1cc(/C=C/C(=O)c2ccc(OC)c(CN3CCOCC3)c2)cc(Br)c1O,41*,-5,-1,0.7%,3%,-12
